Furin inhibitor = blocks human furin protease activity; P09958; purified furin, fluorogenic substrate cleavage; inhibition, % at 30 µM; 0.061% of 220,000 active; in the data active = inhibition above about 25%; also: inactives centre near -15
Target sequence (P09958 108-714 limits assumed): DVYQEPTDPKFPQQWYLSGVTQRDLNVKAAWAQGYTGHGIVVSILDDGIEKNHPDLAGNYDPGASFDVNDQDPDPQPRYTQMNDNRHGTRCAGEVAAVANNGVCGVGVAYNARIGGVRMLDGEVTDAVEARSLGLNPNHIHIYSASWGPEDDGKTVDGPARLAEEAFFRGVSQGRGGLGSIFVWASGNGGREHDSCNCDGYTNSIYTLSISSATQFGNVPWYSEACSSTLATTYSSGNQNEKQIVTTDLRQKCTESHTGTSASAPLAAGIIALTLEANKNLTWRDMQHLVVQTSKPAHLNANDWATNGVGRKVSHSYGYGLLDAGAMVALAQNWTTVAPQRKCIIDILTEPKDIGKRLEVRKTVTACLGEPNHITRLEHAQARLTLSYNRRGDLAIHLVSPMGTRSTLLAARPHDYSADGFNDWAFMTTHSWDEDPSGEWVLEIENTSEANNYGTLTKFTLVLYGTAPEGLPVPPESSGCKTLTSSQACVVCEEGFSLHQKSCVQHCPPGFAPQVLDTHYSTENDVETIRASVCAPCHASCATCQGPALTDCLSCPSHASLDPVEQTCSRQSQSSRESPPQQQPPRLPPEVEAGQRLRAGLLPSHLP
Rad51 HR inh = blocks human Rad51 in homologous recombination. Q06609. hRad51 DNA strand exchange, fluorescence dequenching. inhibition, % at 10 µM. 0.085% of 200,000 active. AID 1385;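 active = inhibition above 40% at the single screening dose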;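 also: 0% = DMSO control wells and 100% = blanks with heterologous ssDNA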
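Assay system: Human Rad51 nucleoprotein filaments preassembled on unlabelled ssDNA | Reagent: Donor/quencher-labelled 47-bp dsDNA substrate | Doses: One concentration, 10 µM final | Times: 37 °C 15-min filament assembly, 30-min compound preincubation, 15-min exchange | Technique: Fluorescein emission 520 nm, excitation 485 nm | Benchmarks: Plate control and blank wells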
hK5 inh = inhibitors of human kallikrein 5. 0.59% of 210,000 active. recombinant hK5, fluorogenic AMC substrate cleavage. Q9Y337. inhibition, % at 5 µM;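 active = inhibition of 40% or more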;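 also: 0% = enzyme controls without compound and 100% = no-enzyme blanks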
Target sequence (Q9Y337 67-293 limits assumed): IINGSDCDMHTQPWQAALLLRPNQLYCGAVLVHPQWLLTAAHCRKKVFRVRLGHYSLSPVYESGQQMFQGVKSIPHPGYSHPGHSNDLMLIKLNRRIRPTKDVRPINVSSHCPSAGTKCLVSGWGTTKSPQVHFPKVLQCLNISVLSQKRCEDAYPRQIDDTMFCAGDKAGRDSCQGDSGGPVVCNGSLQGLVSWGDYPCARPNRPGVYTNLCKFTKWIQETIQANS
Thrombin inh = thrombin (human) inhibition. P00734. alpha-thrombin, Boc-VPR-AMC fluorogenic substrate cleavage. inhibition, % at 5 µM. 0.26% of 220,000 active. AID 1046;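 active = inhibition at or above 40%; inactive = inhibition below 40%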;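 also: 0% = enzyme with no compound and 100% = wells without enzyme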
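Material: Human alpha-thrombin protein | Buffer or medium: pH 7.5 Tris-saline with Tween 20 | Reagent: Boc-VPR-AMC substrate, 15 µM final | Schedule: Reaction at ambient temperature | Detection: AMC fluorescence at 355 nm excitation and 460 nm emission | Evaluation: Percent inhibition scaled between no-compound controls and no-enzyme blanks | Controls: no-compound enzyme wells and no-enzyme blanks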
FXIa inh = inhibitors of human coagulation factor XIa | P03951 | purified FXIa, Boc-Glu-Ala-Arg-AMC fluorogenic substrate | inhibition, % at 5 µM | 0.14% of 220,000 active | AID 798;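 active = inhibition of at least 40%; inactive = inhibition below 40%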;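 also: fluorescence of freed AMC excited at 355 nm; 0% = enzyme without compound and 100% = no enzyme blank; many of its hits are not listed in these tables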
FXIIa inh 1536 = blocks human coagulation factor XIIa protease activity. P00748. purified FXIIa, Boc-QGR-AMC fluorogenic substrate, 2 h. inhibition, % at 5 µM. 0.3% of 220,000 active. AID 800; in the data active = inhibition above about 40%;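 also: 0% = enzyme with no compound and 100% = blank without enzyme; many of its hits are not listed in these tables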
KCC2 mod = modulates chloride dependent transport by human KCC2; KCC2 cells, thallium flux FluoZin-2 fluorescence; AID 1456; Q9H2X9; 2.2% of 190,000 active; B-score of Tl+ flux slope (higher = more flux/activation; lower = inhibition) at 10 µM;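 active = thallium flux slope and its plate-corrected score both differing from the plate sample mean at a set confidence after two filtering rounds, in either direction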;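 also: slope of fluorescence scaled to starting intensity during 10 to 20 s after thallium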
PERK inh = human PERK inhibition, primary cell-based screen; AID 1416; CHO PERK-DD fusion, SEAP luminescence translation reporter; inhibition, % at 5.6 µM; 0.17% of 220,000 active;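 active = inhibition above the mean inhibition of all tested compounds plus 3 SD, set separately per screening campaign, cut at about 2.9% in these data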;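 also: PERK kinase domain activated by AP20187 dimerizer at 100 nM; 0% = DMSO with dimerizer and 100% = rapamycin at 8.4 µM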
m-calpain inh = blocks pig calpain II enzyme activity; purified calpain II, fluorogenic peptide substrate, 30 min; 0.37% of 220,000 active; AID 1236; inhibition, % at 16 µM;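 active = inhibition above about 50%, limit read from the data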
* marks the source's active call; other numbers are inactive results; x = no result given; [ ] = dose if it differs, or a comment. Only part of the results is shown (hit frequency here may not be typical).

item	Compound	Furin inhibitor	Rad51 HR inh	hK5 inh	Thrombin inh	FXIa inh	FXIIa inh 1536	KCC2 mod	PERK inh	m-calpain inh
1	CCOc1ccc(NC(=O)c2cccs2)c([N+](=O)[O-])c1	-22[20 µM]	x	-28	-8	1	7	1.4	0.9	-20
2	COC(=O)CSc1nnc(CNC(=O)c2ccccc2F)n1-c1ccc(F)cc1	-26	0	-3	-9	0	-2	0.88	0.3	-7
3	Cc1ccc(C2C(C#N)=C(N)SC(N)=C2C#N)o1	-5	-101	-2	1	-1	13	-0.76	0.0	-75
4	CCCCN(C)CCNS(=O)(=O)c1ccc2c(c1)n(C)c(=O)c(=O)n2C	-6	-1	-23	-3	4	11	0.6	0.3	-32
5	COc1ccc(Cn2c(-c3ccc(OC)cc3)nc3ccccc32)cc1	-14[20 µM]	x	-5	1	10	17	-0.025	-1.2	13
6	OC(CNC1Cc2ccccc2C1)COc1ccc(F)cc1 (stereo not drawn)	-19	x	1	-4	5	10	-1.7	0.7	13
7	Cc1cc(C)n(CC(=O)n2c(C)c(C)c3ccccc32)n1	-3[20 µM]	8	-2	2	19	27	-0.55	-0.1	1
8	c1ccc(-c2nn3c(-c4ccccc4)nnc3s2)cc1	-12	-1	6	1	-1	-4	-0.12	-0.2	-3
9	CCc1nnc(NC(=O)C2CCN(S(=O)(=O)c3ccc(C)cc3)CC2)s1	-13	1	-2	-11	-5	3	1.6	0.5	9
10	COc1cc(/C=N/NC(=O)CCc2c(C)n[nH]c2C)cc(OC)c1OC	-15[20 µM]	-6	2	-5	-13	6	x	0.0	-22
11	COC(=O)c1ccc(OCCOCCOc2cccc3ccc(C)nc23)cc1	-29	-34	-5	-3	6	13	-1	-1.5	-29
12	Cc1nnsc1C(=O)N1CCC(C(=O)c2ccccc2)CC1	-9	-3	-1	1	0	12	-0.33	-0.1	9
13	Cc1nn(-c2ccccc2)c2nc(N)c(C#N)c(-c3ccc(F)cc3)c12	-30	4	-6	-2	-3	10	-0.023	-0.7	-108
14	CCCC1O[C@@H]2C[C@H]3[C@@H]4CCC5=CC(=O)C=C[C@]5(C)[C@H]4[C@@H](O)C[C@]3(C)[C@]2(C(=O)CO)O1 (stereo partly drawn)	-8	-1	-11	-1	-3	2	0.24	-0.3	10
15	COCc1[nH][nH]c(=O)c1C=Nc1ccc(F)cc1F	-23[20 µM]	x	-12	-1	0	12	-0.14	0.7	-6
16	COc1ccc(C(CNC(=O)COc2ccccc2C#N)N2CCOCC2)cc1 (stereo not drawn)	-18	14	-15	4	2	12	x	-0.1	-17
17	OCCC1CN(Cc2nc3ccc(F)cc3[nH]2)CCN1C1CCCC1 (stereo not drawn)	-12	-5	-2	4	0	10	0.87	-0.7	25
18	COc1cc(OC)cc(C2C(C#N)=C(N)Oc3n[nH]c(-c4cccnc4)c32)c1 (stereo not drawn)	-14[20 µM]	9	3	2	23	28	x	1.2	6
19	Cc1cc(C)n(-c2c(F)c(F)c(CO)c(F)c2F)n1	-8[20 µM]	-1	4	0	-1	-4	-1.1	0.6	-8
20	O=C(NCCc1cccs1)C1CC(c2ccccc2F)=NO1 (stereo not drawn)	-19	0	-2	-4	-1	5	0.025	x	-17
21	O=C1CCCC(O)=C1C1C2=C(CCCC2=O)Oc2ccccc21 (stereo not drawn)	-14	-2	13	-3	5	10	x	1.5	-5
22	O=C(C1COc2ccccc2O1)N1CCn2c(nc3ccccc32)C1 (stereo not drawn)	-25	-8	15	-7	-9	-8	-0.025	-0.5	10
23	Cc1nn(C)c(=O)n1-c1ccc(Oc2ccccc2)cc1	-17[20 µM]	-3	-23	1	0	13	1.1	1.2	20
24	CCCN(C(=O)CSc1nnnn1C)C1CCS(=O)(=O)C1 (stereo not drawn)	-16	-22	3	-3	0	5	-0.34	0.0	-30
25	O=C1/C(=C/c2ccccc2)N=C(N2CCOCC2)N1c1cccc(Cl)c1	-11	x	-15	-1	8	10	-1.1	-0.5	-8
26	CC(C)(C)OC(=O)N/N=C/c1c[nH]c2ccccc12	-10	15	12	1	-2	18	0.33	0.1	20
27	COc1ccc(-n2nnc3c(=O)n(Cc4cc(C)ccc4C)cnc32)cc1	-10	6	0	-5	-8	3	x	0.0	16
28	O=C(CNC(=O)c1ccncc1)N/N=C/c1ccc(O)cc1O	2	1	-4	-3	2	5	x	1.5	2
29	CCOc1ccccc1Oc1c(C)oc2cc(OC(=O)N3CCOCC3)ccc2c1=O	-13	4	-8	0	3	12	-0.047	0.6	-22
30	CCOC(=O)c1cc(-c2ccc(/C=C3/C(=O)NC(=O)C(C#N)=C3C)o2)ccc1Cl	-12[20 µM]	-3	-16	9	13	26	x	0.9	-16

Given with the structure last: entries from further up.
entry | Furin inhibitor | Rad51 HR inh | hK5 inh | Thrombin inh | FXIa inh | FXIIa inh 1536 | KCC2 mod | PERK inh | m-calpain inh | structure
26 | -10 | 15 | 12 | 1 | -2 | 18 | 0.33 | 0.1 | 20 | CC(C)(C)OC(=O)N/N=C/c1c[nH]c2ccccc12
20 | -19 | 0 | -2 | -4 | -1 | 5 | 0.025 | x | -17 | O=C(NCCc1cccs1)C1CC(c2ccccc2F)=NO1 (stereo not drawn)
21 | -14 | -2 | 13 | -3 | 5 | 10 | x | 1.5 | -5 | O=C1CCCC(O)=C1C1C2=C(CCCC2=O)Oc2ccccc21 (stereo not drawn)

(listing goes on)
item	Compound	Furin inhibitor	Rad51 HR inh	hK5 inh	Thrombin inh	FXIa inh	FXIIa inh 1536	KCC2 mod	PERK inh	m-calpain inh
31	Cc1nc(N2CCOCC2)sc1C=O	7	-2	0	6	-6	5	-0.16	-0.4	-11
32	CCOc1ncccc1C(=O)Nc1ccccc1C(=O)NCc1ccc2c(c1)OCO2	x	-5	-17	-7	0	7	x	x	-19
33	CCn1ccnc1C(O)c1ccccc1OC (stereo not drawn)	-20[20 µM]	4	-7	-2	-2	2	x	0.9	-11
34	NC(=O)COC(=O)CNC(=O)c1sc2ccccc2c1Cl	-8	2	-3	-9	-7	-3	-2.9	0.6	-21
35	COc1ccc(C(CNC(=S)NCc2ccccc2)N2CCCC2)cc1 (stereo not drawn)	-11	0	6	-7	-3	6	0.3	1.0	23
36	N#Cc1cc(C#N)c(N2CCN(c3ccccn3)CC2)nc1N	1[20 µM]	-7	0	0	-6	16	-0.69	-0.7	22
37	CCOC(=O)C1CCCN(c2nc3ccccc3nc2C(C#N)C(=O)OCC)C1 (stereo not drawn)	-6	-10	-5	3	10	31	-2.2	-0.3	-26
38	COC(=O)c1c(N2C(=O)CC(Sc3ncccc3C(=O)O)C2=O)sc(C)c1C (stereo not drawn)	-18	16	-2	-5	0	7	0.85	1.8	-17
39	N#CC1=C(C2CC2)CC(c2ccccc2)C(C#N)=C1N (stereo not drawn)	-12	-3	-5	-7	-6	6	0.25	-0.8	-76
40	COc1ccc(C(CNC(=O)c2oc3ccc(Br)cc3c2C)N2CCCCC2)cc1 (stereo not drawn)	-27	-3	14	-5	6	11	-0.3	-0.1	5
41	Cc1ccc(C)c2nc(Cl)c(C3NC(=O)c4ccccc4N3)cc12 (stereo not drawn)	-19	-10	-5	4	4	6	-0.48	0.6	-35
42	CCSc1nnc(NC(=O)Cc2ccccc2OC)s1	-11[20 µM]	10	-13	2	3	19	-0.32	0.8	0
43	COC(=O)Cn1c(=N)n(CCN2CCCCC2)c2ccccc21	-2	2	-17	1	1	22	0.18	0.3	4
44	CCCS(=O)(=O)N1CCC(C(=O)c2cccc(C(F)(F)F)c2)CC1	-28	1	-1	-2	16	12	0.42	0.8	-15
45	CC12CCC(C(=O)N/N=C/c3ccc(O)cc3O)(OC1=O)C2(C)C (stereo not drawn)	-7	x	-2	-7	1	7	-0.29	0.6	-5
46	CCN(CCCNS(=O)(=O)c1ccc2c(c1)CCN2C(C)=O)c1cccc(C)c1	-11	1	-5	-2	-5	5	-0.34	-0.9	-13
47	NNc1nc2c(-c3ccc(F)cc3)nnn2c2ccccc12	-28	-28	-1	-8	-2	6	-0.0028	-0.2	-110
48	COC(=O)COc1ccc(C(=O)OC)cc1	-19[20 µM]	-4	1	-1	4	9	0.74	0.6	-2
49	CCCS(=O)(=O)Nc1cccc(-c2nc3cccnc3s2)c1	-10	x	-1	-7	-6	1	0.12	-1.4	-3
50	O=C(O)c1ccc2c(c1)C(=O)N(c1ccc(/C=C/C(=O)c3ccccc3)cc1)C2=O	-18	4	5	2	3	17	-1.5	1.3	-17
51	CCCCC(O)(CCCC)C(=O)N/N=C(\C)c1ccc(Cl)cc1	-10	-32	0	-7	-3	-3	-1.9	-0.5	23
52	CCOc1ccc(/C=N/NC(=O)c2c(C)n(C)c3ccc(OC)cc23)cc1	-14	7	-13	-2	5	9	-1.1	-0.1	20
53	CCOC(=O)CSc1nnc(N)s1	-26	8	5	0	-1	4	-0.018	0.4	31
54	Cc1cc(=O)[nH]c(SCc2cc(=O)n3nc(C)sc3n2)n1	-6	5	-6	-1	5	16	0.73	0.1	9
55	COc1ccc(/C=N\NC(=O)COc2ccc(C(C)(C)C)cc2)cc1Cn1nc(C)cc1C	-14[20 µM]	-7	5	3	2	15	0.1	-1.0	-35
56	COc1ccc(-c2ccnc(SCC(=O)N3CCOCC3)n2)cc1	-12[20 µM]	-9	10	-2	0	6	0.16	1.3	-16
57	C=CCOC(=O)C1=C(C)Nc2[nH]c(=O)[nH]c(=O)c2C1c1ccccc1 (stereo not drawn)	-8	-7	19	10	67*	25	0.47	0.1	41
58	Cn1c(=O)cc(OCCCC(=O)NCc2ccco2)c2ccccc21	-27[20 µM]	2	27	18	3	-2	0.018	-0.3	12
59	Cc1ccccc1S(=O)(=O)NCc1ccc(N2CCN(C)CC2)cc1	-14	x	0	-2	1	9	-1.8	0.3	-1
60	Nc1ccc(C(=O)OCC(=O)N2CCOCC2)cc1[N+](=O)[O-]	-11	5	-3	-13	-7	8	-0.016	0.5	20
